Screening results: PubChem, National Center for Advancing Translational Sciences (NCATS)
FUS suppressor = rescues growth of FUS-expressing yeast | S. cerevisiae FUS-expressing, growth rescue, OD600, 24 h | Potency, µM (highest dose often 76.6 µM), inactives show at the top dose growth rescue (activation), most hits filed as activators | 390,000 tested, 0.24% active | AID 1347120;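 note: potency is the fitted concentration of half-maximal effect; plate controls were DMSO vehicle for no effect and reference control for full effect; nearly all actives have a fitted effect of over 55% in size; some results filed as inactive show a strong effect at the top dose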
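Cultures pregrown in 2.5% raffinose medium are shifted to minimal medium containing 2% galactose to express toxic FUS. Compounds are tested at several concentrations. After 24hr at 30C, growth is quantified at 600 nm absorbance.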
EPAC1 antagonist = blocks human EPAC1 exchange factor; 360,000 tested, 0.14% active; Potency, µM (doses to about 115 µM), inactives show at the highest dose activity change, negative = inhibition, hits mostly inhibitors; EPAC1 GEF assay, Rap1b-BODIPY-GDP exchange fluorescence; AID 720709;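 note: potency is the fitted concentration of half-maximal effect; plate controls were vehicle for no effect and positive control for full effect; nearly all actives have a fitted effect of over 50% in size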
EPAC1 ag = agonists of human EPAC1 | AID 720707 | O95398 | Potency, µM (doses to about 154 µM), for inactives: at the top dose activation, hits mostly activators | EPAC1 agonist qHTS, biochemical assay; response scale: 100% = response to 6.5 mM cAMP | 360,000 tested, 0.073% active; note: potency is the fitted concentration of half-maximal effect; nearly all actives have a fitted effect of over 60% in size
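Nucleotide exchange assay: 100 nM EPAC1 with 250 nM Rap1B loaded with BODIPY-GDP and 50 uM GDP, room temperature. Fluorescence (480/540 nm) read every 5 min for 30 min; signal change normalized to 6.5 mM cAMP as full agonist.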
IL-2 act = activators of IL-2. IL-2 activation reporter assay, cell-based qHTS; stimulated with anti-CD3/CD4/CD28 beads; in transgenic mouse T cells. activation, % (series mostly up to about 46 µM). 360,000 tested, 0.065% active; in the data active = activation above about 50%; inconclusive = mostly about 30% to 49%; note: 0% is about no effect
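First, unstimulated transgenic mouse T cells were exposed to compound for 60 min. Next, anti-CD3/anti-CD4-coated beads with anti-CD28 were added. Finally, after 18 h at 37 degrees C, EGFP and DsRed were imaged.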
PI5P4K alpha inh = blocks human PI5P4K alpha kinase activity. P48426. PI5P4Kalpha enzyme, ADP-Glo luminescence, 60 min; hits give low values. max response, %. 330,000 tested, 1.2% active. AID 652105; active = max response of -50% or lower; inconclusive = between -30% and -50%; inactive = -30% or higher; note: value at the top dose of about 77 µM; % is set by controls: 0 for no effect and ±100 for the full control effect
Target sequence (P48426 whole entry, looked up): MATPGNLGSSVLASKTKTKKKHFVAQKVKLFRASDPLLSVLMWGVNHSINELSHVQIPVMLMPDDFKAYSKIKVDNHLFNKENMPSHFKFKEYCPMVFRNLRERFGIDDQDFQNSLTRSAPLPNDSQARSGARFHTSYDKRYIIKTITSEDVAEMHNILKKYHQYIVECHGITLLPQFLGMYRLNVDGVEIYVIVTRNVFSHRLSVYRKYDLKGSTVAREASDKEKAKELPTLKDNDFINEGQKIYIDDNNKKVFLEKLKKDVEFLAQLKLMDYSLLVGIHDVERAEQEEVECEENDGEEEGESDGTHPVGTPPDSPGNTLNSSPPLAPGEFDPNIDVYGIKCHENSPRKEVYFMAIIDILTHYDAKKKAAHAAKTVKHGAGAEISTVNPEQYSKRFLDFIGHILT
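Quantitative HTS of the MLSMR library against PI5P4Kalpha with substrate. ATP added last at 5 microM final; room temperature, 60 minutes. Remaining ATP depleted, ADP converted and read as luminescence.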
WRN helicase inh = inhibitors of human WRN helicase; Q14191; WRN helicase unwinding, fluorescent forked duplex, kinetic; Potency, µM (highest dose often 114 µM), without a hit: at the top dose activity change, negative = inhibition, actives largely listed as inhibitors; 360,000 tested, 0.46% active; AID 651768; note: potency is the fitted concentration of half-maximal effect; % is set by controls: 0 for no effect and ±100 for the full control effect; nearly all actives have a fitted effect of over 55% in size
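Enzyme (20 nM final) and test compound sit together 15 min at room temperature before substrate addition. Substrate is a single-forked duplex oligonucleotide (100 nM) labelled with fluorophore and quencher, with 2 mM ATP; helicase unwinding raises red fluorescence, read kinetically.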
PLK1 PBD block = PLK1 (human) polo-box domain binding inhibition. 360,000 tested, 2.8% active. P53350. Plk1 PBD binding of FITC phosphopeptide, fluorescence polarization. Potency, µM, for inactives: max response, negative = inhibition, usual class: inhibitors; note: potency is the fitted concentration of half-maximal effect; series mostly up to about 57 µM; % is set by controls: 0 for no effect and ±100 for the full control effect; nearly all actives have a fitted effect of over 65% in size
Target sequence (P53350 whole entry, looked up, the tested form may be a part): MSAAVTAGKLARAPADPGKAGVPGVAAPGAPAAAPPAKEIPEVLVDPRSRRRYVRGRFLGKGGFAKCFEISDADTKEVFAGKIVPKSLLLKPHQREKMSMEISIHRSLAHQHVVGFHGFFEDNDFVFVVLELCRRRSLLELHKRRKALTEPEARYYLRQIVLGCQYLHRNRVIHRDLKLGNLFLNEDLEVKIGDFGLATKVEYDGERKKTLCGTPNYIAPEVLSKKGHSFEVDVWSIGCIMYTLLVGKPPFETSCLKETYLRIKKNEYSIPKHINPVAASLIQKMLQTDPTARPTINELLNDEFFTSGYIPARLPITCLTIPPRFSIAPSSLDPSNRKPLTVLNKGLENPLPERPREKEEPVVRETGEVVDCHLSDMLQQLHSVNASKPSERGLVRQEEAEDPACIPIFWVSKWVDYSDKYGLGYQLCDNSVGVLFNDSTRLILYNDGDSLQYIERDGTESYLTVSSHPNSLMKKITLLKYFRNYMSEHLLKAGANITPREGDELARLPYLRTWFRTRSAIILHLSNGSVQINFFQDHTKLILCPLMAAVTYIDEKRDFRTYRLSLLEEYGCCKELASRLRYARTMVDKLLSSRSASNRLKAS
aSyn rescue = alpha-synuclein toxicity inhibition in yeast | Yeast expressing alpha-synuclein, growth rescue, BacTiter-Glo, 24 h | Potency, µM (series often up to 46.1 µM), inactives show at the top dose growth rescue (activation), hits mostly activators | AID 652106 | 370,000 tested, 0.14% active; note: potency is the fitted concentration of half-maximal effect; % of control where 0% means no effect; nearly all actives have a fitted effect of over 65% in size
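Screening used galactose-induced yeast with toxic alpha-synuclein levels, exposed to compound for 24 hr at 30 deg C. Cell growth, read with BacTiter-Glo luminescence, gave the measured signal.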
Abeta yeast res = A-beta toxicity reversal in yeast; yeast expressing A-beta42, growth rescue, OD600, 48 h; response scale: 0% DMSO, 100% iron-clioquinol control; Potency, µM (doses to about 46.1 µM), for inactives: top-dose growth rescue, most hits filed as activators; 410,000 tested, 0.063% active; AID 1347071; note: potency is the fitted concentration of half-maximal effect; nearly all actives have a fitted effect of over 55% in size
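Growth rescue measured by 600 nm absorbance after 48 h yeast culture at 30 C with compound. Values normalized between DMSO and an equimolar ferric chloride plus clioquinol control.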
The depositor's hits bear a star; u = inconclusive; x = no result given; [ ] = remark or other dose. Unless noted, calls come from the whole dose curve; as a rule, active = well fitted curve in the direction sought with a large enough effect; inconclusive = small, poorly fitted or top-dose-only effect, or another doubt; inactive = no such curve, though single readings can be large; an effect the other way counts as inactive or inconclusive.

SMILES	FUS suppressor	EPAC1 antagonist	EPAC1 ag	IL-2 act	PI5P4K alpha inh	WRN helicase inh	PLK1 PBD block	aSyn rescue	Abeta yeast res
CCOC(=O)NCc1cc(-c2nn(C)c(=O)c3ccccc23)ccc1C	-5%	0%	12%	0.2	-3	8%	-7%	-3%	-18%
CCOC(=O)c1c(NC(=O)c2ccco2)sc(C(=O)N2CCCC2)c1C	9%	0%	12%	-0.2	x	-1%	0%	8%	1%
CCOC(=O)N1CCC(NC(=O)c2cc(S(=O)(=O)NCCc3ccccc3)ccc2F)CC1	32%	-6%	-27%	-0.8	-8	-3%	2%	-4%	9%
COc1ccc(CC(=O)OCC(=O)Nc2cccc(Cl)c2)cc1	3%	-16%	7%	1.6	2	-12%	-4%	0%	-37%
COC(=O)CS(=O)(=O)c1ccsc1C(=O)Nc1ccc(F)cc1	15%	-6%	2%	2.2	0	-18%	-7%	3%	-6%
CCCOc1ccc(C2C(C(=O)c3ccc(C)o3)=C(O)C(=O)N2CCCn2ccnc2)cc1 (stereo not drawn)	9%	5%	0%	1.9	-23	1%	24µM*	-8%	-20%
COc1ccc(OCC(=O)N2CCC(n3nccc3NC(=O)C3CC3)CC2)cc1	2%	3%	-5%	0.6	15	-3%	-8%	-8%	1%
COc1ccc(CNc2nc3c(c(=O)[nH]c(=O)n3C)n2Cc2ccccc2C)cc1	10%	-25%	-20%	-3.2	3	-10%	-14%	1%	0%
COc1ccc(C(=O)NCC2CCCN2S(=O)(=O)c2ccccc2)cc1OC (stereo not drawn)	3%	8%	-16%	3.1	-6	6%	5%	-1%	-10%
CCC(Sc1nnc(C)s1)C(=O)Nc1nccs1 (stereo not drawn)	14%	11%	6%	-1.2	4	-1%	-5%	-4%	-6%
CC(C(=O)NCCc1ccccc1)N1c2cccc3cccc(c23)S1(=O)=O (stereo not drawn)	-1%	-23%	-7%	-2.3	-9	2%	-4%	4%	14%
Cc1nc(C(=O)NCc2ccccc2)sc1C1(C)CC(c2ccccc2)=NO1 (stereo not drawn)	20%	-11%	10%	-0.6	11	-5%	1%	2%	-4%
CN(Cc1ccccc1)S(=O)(=O)c1ccc(Cl)c(C(=O)O)c1	17%	-20%	-1%	0.2	2	1%	-16%	-1%	-6%
CCCOC(=O)CCc1n[nH]c(=O)[nH]c1=O	-43%	-2%	-1%	-3.5	-3	-6%	0%	0%	12%[9.22 µM]
Cc1cccc(CN2C[C@]34C=C[C@@H](C[C@@H]3S2(=O)=O)O4)c1	-10%	-3%	-16%	0.0	-4	7%	-2%	0%	-4%
COC(=O)c1ccccc1NC(=O)c1ccc(Cn2cc(Cl)cn2)o1	27%	4%	-7%	-0.6	-4	0%	0%	4%	2%
O=C(COC(=O)CC12CC3CC(CC(Br)(C3)C1)C2)NC(=O)NCc1ccco1	u	2%	15%	-1.3	-17	-10%	-6%	0%	6%
COc1ccc(CNC(=O)C(C)NCc2ccccc2Cl)cc1 (stereo not drawn)	14%	-6%	3%	3.1	-1	12%	5%	-3%	-14%
CCC(=O)NC(=S)Nc1cccc(NC(=O)c2ccccc2)c1	11%	4%	6%	-0.2	0	-9%	-6%	3%	0%
O=C(CCCOc1ccccc1)Nc1ccccc1C(F)(F)F	x	-14%	-7%	-0.2	3	-11%	-8%	-15%	-15%

PLK1 PBD block: what is marked active above.
| molecule | EPAC1 antagonist | IL-2 act | PI5P4K alpha inh | WRN helicase inh | PLK1 PBD block |
| --- | --- | --- | --- | --- | --- |
| CCCOc1ccc(C2C(C(=O)c3ccc(C)o3)=C(O)C(=O)N2CCCn2ccnc2)cc1 (stereo not drawn) | 5% | 1.9 | -23 | 1% | 24µM* |

Continuation:
SMILES	FUS suppressor	EPAC1 antagonist	EPAC1 ag	IL-2 act	PI5P4K alpha inh	WRN helicase inh	PLK1 PBD block	aSyn rescue	Abeta yeast res
COCC(=O)N(C)C[C@H]1Oc2ncc(Br)cc2C(=O)N([C@@H](C)CO)C[C@H]1C	-28%	-3%	-2%	0.9	-2	1%	0%	3%	5%
O=CN1CCN(C(=O)Cc2ccc(Cl)cc2)CC1	-39%	-3%	-4%	1.3	2	-1%	-4%	-1%	-2%
CSCCC(NC(=O)c1ccccc1Cl)C(=O)N(C)CC(=O)Nc1ccc(N2CCOCC2)cc1 (stereo not drawn)	21%	7%	1%	0.9	-3	1%	-4%	-4%	5%
COc1ccc(S(=O)(=O)Cc2ccc(C(=O)N3CCN(c4cccc(C)c4)C(C)C3)o2)cc1 (stereo not drawn)	u	-19%	-9%	-0.4	2	-1%	3%	12%	0%
CCC(CC)C(=O)Nc1cccc(C(=O)N2CCCC2)c1	-7%	-5%	7%	-0.4	x	-6%	-9%	2%	7%
C=CCCCCCCCCC(=O)NN	-11%	-12%	13%	-4.8	x	-14%[57.1 µM]	0%	-15%	-28%
COC(=O)Oc1nsnc1N1CCOCC1	-9%	7%	8%	-0.2	x	-7%	2.7µM*	-40%[inhibitor]	12%
O=c1[nH]c(=O)n([C@H]2C[C@H](O)[C@@H](CO)O2)cc1F	-43%	11%	-8%	-0.4	3	2%	-6%	-2%	-48%[inhibitor]
Cc1ccc(Nc2nnc(SCC(=O)c3cc4ccccc4o3)s2)cc1C	x	0%	1%	3.0	-56*	-18%	-27%	-3%	-8%
C=C(C)CNC(=S)N/N=C\c1ccc2c(c1)OCO2	-11%	10%	-5%	-3.1	u	-1%	u	-9%	u
Cc1ccc(C(=O)C2=C(O)C(=O)N(CCCN3CCOCC3)C23C(=O)N(C)c2ccccc23)o1 (stereo not drawn)	-3%	-2%	0%	-0.3	6	1%	-4%	-1%	10%
Cc1ccc(NC(=O)COc2ccc(-c3nnco3)cc2)cc1S(=O)(=O)N1CCOCC1	25%	8%	9%	-0.4	4	-4%	-6%	0%	-5%
Cc1cc(NC(=O)COC(=O)COc2ccc3c(c2)CCC3)no1	-29%	1%	1%	-0.3	-3	1%	-1%	-11%	-8%
COc1ccccc1NC(=O)C(C/C=C(\C)Cl)C(C)=O (stereo not drawn)	-12%	-2%	6%	1.9	x	-3%	1%	1%	11%
Cc1cc(C)cc(C(=O)N2CCCCCC2)c1	3%	-8%	15%	-0.2	0	3%	0%	5%	7%
Cc1ccc(NC(=O)NC(=O)N(C2CCCCC2)S(=O)(=O)c2ccccc2)cc1	10%	-13%	-3%	-4.0	-4	5%	30µM*	1%	7%
Cc1cc(C)nc(SCCC(=O)Nc2ccccc2)n1	8%	6%	10%	-4.0	x	-6%[57.1 µM]	-6%	10%	3%
CC(NC(=O)c1ccc2c(c1)OCO2)C(c1cccs1)N1CCOCC1 (stereo not drawn)	3%	1%	3%	2.8	x	-9%	-6%	-1%	15%
O=C(COc1ccccc1Cl)N1CCNC1=O	-5%	-12%	11%	0.3	-8	1%	5%	8%	5%
O=C(NN=C1CCCC1)c1ccc([N+](=O)[O-])cc1	-23%	24%	6%	-0.7	3	4%	0%	-5%	2%
Cc1nnc(SCc2cccc([N+](=O)[O-])c2)o1	26%	-16%	-13%	3.4	-2	-8%	-14%	-6%	-20%
Cc1cc(C(=O)N2CCc3ccccc32)n(-c2ccccc2)n1	-15%	-3%	0%	-3.1	3	2%	-10%	-1%	-8%
COc1cccc(COC(=O)CSCC(=O)Nc2cccc(C)c2)c1OC	29%	-26%	u	-0.7	7	-18%	-14%	12%	9%
O=C(O)Cc1ccc(NC(=O)c2cnccn2)cc1	3%	21%	6%	-0.7	-3	-1%	1%	-1%	19%
COc1cccc(CN(C)C(=O)c2cc(-c3ccc(OC)c(OC)c3)nc3ccccc23)c1	x	u	26%	-4.7	0	-29%	-8%	1%	-32%
Cc1ccc(C)c(N2N=C(C(=O)OCc3nnc(-c4ccccc4Br)o3)CCC2=O)c1	26%	-2%	3%	-1.4	-24	8%	-4%	-3%	-5%
O=C(Nc1ccccc1)c1cc(C2CCCN(C(=O)OCc3ccccc3)C2)on1 (stereo not drawn)	15%	-4%	8%	-0.7	0	2%	-4%	1%	40%
Cn1c(SCC(=O)NC2CCCC2)nnc1-c1ccncc1	0%	7%	-8%	-2.7	-3	0%	3%	3%	-2%
COc1ccc(CNC(=O)C2CCN(S(C)(=O)=O)CC2)cc1	-15%	11%	5%	-2.1	-29	3%	21µM*	3%	-1%
N#Cc1c(-c2ccccc2)oc(=O)c2ccccc12	8%	-11%	7%	-0.8	2	10%	3%	2%	-11%

Random excerpt: six records from the list.
SMILES	FUS suppressor	EPAC1 antagonist	EPAC1 ag	IL-2 act	PI5P4K alpha inh	WRN helicase inh	PLK1 PBD block	aSyn rescue	Abeta yeast res
Cc1nnc(SCc2cccc([N+](=O)[O-])c2)o1	26%	-16%	-13%	3.4	-2	-8%	-14%	-6%	-20%
O=C(Nc1ccccc1)c1cc(C2CCCN(C(=O)OCc3ccccc3)C2)on1 (stereo not drawn)	15%	-4%	8%	-0.7	0	2%	-4%	1%	40%
O=C(O)Cc1ccc(NC(=O)c2cnccn2)cc1	3%	21%	6%	-0.7	-3	-1%	1%	-1%	19%
COc1cccc(COC(=O)CSCC(=O)Nc2cccc(C)c2)c1OC	29%	-26%	u	-0.7	7	-18%	-14%	12%	9%
Cn1c(SCC(=O)NC2CCCC2)nnc1-c1ccncc1	0%	7%	-8%	-2.7	-3	0%	3%	3%	-2%
Cc1cc(C(=O)N2CCc3ccccc32)n(-c2ccccc2)n1	-15%	-3%	0%	-3.1	3	2%	-10%	-1%	-8%
